From PubChem
FEN1 inhibitor: blocks human flap endonuclease 1; Recombinant FEN1 flap cleavage, fluorescence, 15 min; P39748; Potency, µM (series often up to 114 µM), inactives show top-dose activity change, negative = inhibition, actives largely listed as inhibitors; 390,000 compounds, 0.35% hits; also: nearly all actives have a fitted effect of over 65% in size
Target sequence (P39748 whole entry, looked up): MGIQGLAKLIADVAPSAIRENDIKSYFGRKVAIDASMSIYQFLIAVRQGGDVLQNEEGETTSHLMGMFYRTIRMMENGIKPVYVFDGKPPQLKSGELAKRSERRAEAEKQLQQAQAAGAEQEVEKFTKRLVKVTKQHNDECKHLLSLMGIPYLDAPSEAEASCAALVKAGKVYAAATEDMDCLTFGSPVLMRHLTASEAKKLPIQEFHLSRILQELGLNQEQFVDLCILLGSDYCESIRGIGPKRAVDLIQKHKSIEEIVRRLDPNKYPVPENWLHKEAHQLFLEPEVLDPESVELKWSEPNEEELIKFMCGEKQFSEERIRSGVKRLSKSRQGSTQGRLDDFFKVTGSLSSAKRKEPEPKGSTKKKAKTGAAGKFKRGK
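With each library titrated from low to high concentration, compounds met 10 nM FEN1 for 15 min at room temperature before 50 nM substrate was added; readings at 0 and 15 min fed four-parameter Hill curve fits.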
GCN5L2 inh: blocks human GCN5L2 histone acetyltransferase; Q92830; GCN5L2 HAT assay, ThioGlo1 CoA-SH fluorescence; Potency, µM (doses to about 58.9 µM), without a hit: top-dose activity change, negative = inhibition, usual class: inhibitors; 390,000 compounds, 0.21% hits; AID 504327
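ThioGlo1-coupled HAT assay: 20nM GCN5L2, 70uM acetyl-CoA, 75uM H3(1-25) peptide, pH 7.5. Fluorescence read at 340/540nm at start and after 20 min at room temperature.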
DT40 TDP1 CPT: growth inhibition of DT40 Tdp1-/-;hTDP1 cells with camptothecin (screen for TDP1 inhibitors); chicken DT40 Tdp1-/-;hTDP1 cells + 20 nM CPT, ATP luminescence, 48 h; Potency, µM (series often up to 46.2 µM), for the others: at the top dose activity change, negative = growth inhibition, most hits filed as inhibitors; 420,000 compounds, 12% hits; also: nearly all actives have a fitted effect of over 55% in size
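Cell growth measured by CellTiter-Glo luminescence after a minimum 48 h, 37 C compound exposure with 20 nM CPT in Tdp1-knockout DT40 cells stably expressing hTDP1, seeded 400/well; qHTS titration format.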
Active calls of the source: *; ? = inconclusive; nt = no result given; & = joins results of further samples. Calls follow the shape of the dose curve; as a rule, active = well fitted curve in the direction sought with a large enough effect; inconclusive = small, poorly fitted or top-dose-only effect, or another doubt; inactive = no such curve, though single readings can be large; an effect the other way counts as inactive or inconclusive. % is scaled to controls: 0 for no effect and ±100 for the full control effect; potency is read from the fitted curve at half-maximal effect. A portion of the library; count on the stated rates, not on these rows.

nr | structure | GCN5L2 inh | FEN1 inhibitor | DT40 TDP1 CPT
1 | O=C(O)c1cccc(-c2noc(-c3cccc(Cl)c3)n2)c1 | -3%&2% | 0% | nt
2 | CC(=O)c1cccc(N=c2scc(-c3ccc(S(=O)(=O)N4CCOCC4)cc3)n2CCO)c1 | -4% | 1% | 6.5µM*
3 | Cc1ccc2c(CC(=O)NCC(C)(C)N3CCOCC3)coc2c1 | -12% | 17% | -2%
4 | COc1ccc(-c2csc(/C(C#N)=C\c3ccc(OC)c([N+](=O)[O-])c3)n2)cc1 | -2% | -11% | ?
5 | COc1cc2nc(CCNCc3ccccc3)nc(NC3CCN(C)CC3)c2cc1OC | nt | 45µM* | 5.6µM*
6 | Cc1ccc(OCC(=O)Nc2c3c(nn2C(C)(C)C)CS(=O)(=O)C3)cc1 | 1% | -12% | 8%
7 | Cc1ccc(NC(=O)CN2C(=O)S/C(=C\c3ccccn3)C2=O)cc1C | -3% | -2% | -3%
8 | CC(C)(C)C1=Nn2c(nnc2C2CCCCC2)SC1 | -3% | -3% | -17%
9 | Cc1nn(-c2cccc(Cl)c2)c2c1C(c1ccncc1)C(C#N)=C(N)O2 (configuration not stated) | 0% | 9% | -27%
10 | CCOC(=O)c1cnc(/N=C/N(C)C)s1 | ? | -2% | 1%
11 | Cc1ccccc1NC(=S)N=Nc1c(O)n(C)c2ccc(S(=O)(=O)N3CCOCC3)cc12 | -3% | -4% | 8.2µM*
12 | CC(C)=CC(=O)O[C@@H]1Cc2c(ccc3ccc(=O)oc23)OC1(C)C | -5% | -2% | ?
13 | CC(NC(=O)CSc1n[nH]c(=O)n1C1CC1)C12CC3CC(CC(C3)C1)C2 (configuration not stated) | 1% | 0% | ?
14 | CC1=C(C(=O)OC(C)C)C(c2ccccc2)NC(=O)N1C (configuration not stated) | -3% | 6% | -15%
15 | COc1cccc(-c2cc(NCc3cccc(C)c3)ncn2)c1 | -15% | nt | ?
16 | C=CCNC(=O)c1cc(-c2ccc(Br)cc2)on1 | -10% | 10% | -18%
17 | CC(=O)Cc1nsc(NC(=O)c2ccc(COc3ccccc3)o2)n1 | -3% | -3% | -5%
18 | COc1cc(OC)c(NC(=O)c2c(C)oc3ncnc(N4CCCCC4)c23)cc1Cl | -8% | 2% | -30%
19 | CC(=O)NC(Cc1c[nH]c2ccccc12)C(=O)OCC(=O)N1CCN(S(=O)(=O)c2ccc(Cl)cc2)CC1 (configuration not stated) | nt | -7% | -9%
20 | O=C(COc1ccc(Cl)cc1)Nc1nnc(S(=O)(=O)N2CCc3ccccc32)s1 | 0% | 2% | ?
21 | COc1ccc(CS(=O)(=O)c2nc(C)cc(C)c2S(C)(=O)=O)cc1 | 2% | 17% | -16%
22 | CC(=O)c1ccc(OC(=O)CCc2ccccc2)cc1 | -7% | 3% | 2%
23 | O=C(NCC1CCCN(Cc2ccccc2F)C1)c1cccc(C(F)(F)F)c1 (configuration not stated) | -1% | -15% | -28%
24 | COc1ccccc1-c1cc(C(=O)N/N=C/c2ccc(C)o2)c2ccccc2n1 | ? | -19% | ?
25 | O=C1[C@@H]2[C@H](C(=O)N1n1cnnc1)[C@H]1C=C[C@@H]2C1 | -2% | -12% | 9%
26 | COc1ccc(-n2c(=O)c(-c3cc(F)cc(F)c3)nc3cnc(N(C)C)nc32)cc1 | -3% | nt | 1%
27 | Cc1cccc(C)c1N1CCN(C(=O)N2CCCCC2)CC1 | 4% | -3% | -1%
28 | CN(C)c1cccc(C(=O)Nc2ccc(N3CCOCC3)cc2)c1 | -5% | 1% | -25%
29 | CCOc1ccc(C(=O)NC2CC(=O)N(c3ccc4c(c3)OCCO4)C2)cc1 (configuration not stated) | 1% | -5% | 7%
30 | CC(CCc1ccccc1)NC(=O)Cc1ccccc1 (configuration not stated) | -7% | 1% | 2%
31 | CN(C)S(=O)(=O)N1CCN(c2ccc(Cl)cc2)CC1 | -8% | -4% | 3%
32 | COc1cccc(CN(C)C(=O)C2CSC3(C)CCC(=O)N23)c1OC (configuration not stated) | -2% | 10% | -14%
33 | Cc1ccc(NC(=O)C2Cc3ccccc3CN2C(=O)c2ccccc2)cc1Cl (configuration not stated) | -8% | -13% | -29%
34 | CC(C)(C)CC(=O)Nc1cccc(-c2cn3cccnc3n2)c1 | 0% | 19% | -27%
35 | C=CCNc1ncnc2c1ncn2C1OC(CO)C(O)C1O (configuration not stated) | -3% | -7% | 18µM*
36 | COc1cc(C2C(C#N)=C(N)Oc3cc(O)ccc32)cc2c1OCO2 (configuration not stated) | -4% | -9% | ?
37 | O=C(CCCN1CCC(NC(=O)c2ccccc2)CC1)c1ccc(Cl)cc1 | -2% | 20% | -21%
38 | Cc1ccc(SCc2ccc(C(=O)N3CCCC3)cc2)cc1 | -5% | -12% | 5%
39 | O=C(Nc1cccc(F)c1)Nc1ccnn1C1CCN(C(=O)c2cscn2)CC1 | 3% | -1% | 20%
40 | CCCC(=O)NC(=S)Nc1cccc(C(C)=O)c1 | 1% | -6% | 9%

Single records (already shown).
`Cc1ccc(NC(=O)C2Cc3ccccc3CN2C(=O)c2ccccc2)cc1Cl` (configuration not stated) as listed: GCN5L2 inh = -8%; FEN1 inhibitor = -13%; DT40 TDP1 CPT = -29%
`CC(C)(C)CC(=O)Nc1cccc(-c2cn3cccnc3n2)c1` as listed: GCN5L2 inh = 0%; FEN1 inhibitor = 19%; DT40 TDP1 CPT = -27%

Later entries.
nr | structure | GCN5L2 inh | FEN1 inhibitor | DT40 TDP1 CPT
41 | Cc1ccc2nc(Cl)c(/C=N/NC(=O)CN3CCOCC3)cc2c1 | nt | -1% | 10%
42 | CCS(=O)(=O)c1ncc(Cl)c(C(=O)Nc2ccccc2OC)n1 | -13% | -1% | 1µM*
43 | CN(C)C(/C=C/Nc1cccc([N+](=O)[O-])c1)=C(C#N)C#N | -7% | -9% | -26%
44 | COc1ccc(S(=O)(=O)NC(C)C(=O)Nc2cccc([N+](=O)[O-])c2)cc1 (configuration not stated) | 0% | -11% | 2%
45 | Cc1nc(NC(=O)C2CC3CCCC(C2)C3=O)sc1C (configuration not stated) | 1% | 7% | 4%
46 | Cc1ccc(OCCn2nnc3ccccc32)cc1C | 1% | 6% | ?
47 | CCOc1ccc(C(=O)Nc2ccc(C(=O)OCc3cc(=O)n4nc(CC)sc4n3)cc2)cc1 | -2% | -9% | -11%
48 | Cc1ccc(N/N=C/c2c(C)c(C#N)c(=O)n(C)c2O)cc1C | -14% | ? | ?
49 | Cc1ccc(OCCn2cc(C(=O)c3ccco3)c3ccccc32)cc1C | 0% | -2% | 15µM*
50 | Cc1ccc(S(=O)(=O)NCC(=O)OCCOc2ccccc2F)cc1 | 0% | -5% | 13%
51 | NNC(=O)CN1C(=O)Nc2ccc(Cl)cc2C1c1ccccc1 (configuration not stated) | -5% | 11% | -5%
52 | Cc1ccc(SC[C@H](Cc2ccccc2)N2CCN(CCc3ccccc3)CCC2=O)cc1 | -22% | -5% | ?
53 | c1ccc(C2=Nn3c(nnc3-c3cc(-c4ccccc4)n[nH]3)SC2)cc1 | -12% | 1% | ?
54 | CCOC(=O)c1c(C)[nH]c(C(=O)OCC(=O)NCc2ccc(C)cc2)c1C | 0% | 17% | ?
55 | CCOc1ccccc1NC(=O)c1cnccn1 | 2% | 0% | 4%
56 | O=C1CC(=C2c3ccccc3-c3ccccc32)C(=O)N1CCN1CCN(c2ccccc2)CC1 | nt | -4% | ?
57 | O=C(CN1C(=O)c2ccccc2C1=O)N1CCN(c2ccccn2)CC1 | -2% | -2% | 12%
58 | Cc1cc(N(C)/N=C/c2ccccc2)nc(-c2ccccc2O)n1 | -11% | 10% | -26%
59 | Cc1c(NS(=O)(=O)c2cccc3nsnc23)c(=O)n(-c2ccccc2)n1C | 0% | 10% | -2%
60 | Cc1cc(=O)oc2c(CN(C)Cc3ccccc3)c(O)ccc12 | ? | 1% | -9%
61 | CCOC(=O)c1cc(=O)n2c(nc3ccccc32)[nH]1 | -21% | 9% | -24%
62 | CCOc1cc(-c2noc(CCCC(=O)NC3CCCCC3)n2)ccc1OC | -3% | -6% | ?
63 | CC(C)CN1CCC(C(=O)N2CCN(c3ccccc3F)CC2)CC1 | 1% | 4% | -1%
64 | CCCOC(=O)c1c(NC(=O)c2nc3ncccn3n2)sc(C(N)=O)c1C | -1% | -5% | -25%
65 | O=C(c1cccs1)N1CCc2ccccc21 | -5% | 6% | -17%
66 | COc1ccccc1NC(=O)CC(NCCN(C)C)C(=O)O (configuration not stated) | 0% | 0% | 5%
67 | CCOC(=O)c1ccccc1NC(=O)c1cccnc1 | -9% | 7% | ?
68 | CC(C)C(NC(=O)c1ccc([N+](=O)[O-])cc1Cl)C(=O)N1CCCC1 (configuration not stated) | -25% | -1% | -20%
69 | COc1ccc(CCC(=O)NNC(=O)c2cccs2)cc1 | 2% | -1% | 4%
70 | Cc1ccc(-c2nnc(Nc3ccc(CC(N)=O)cc3)c3ccccc23)cc1 | -13% | 3% | -2%
71 | Cc1c(C#N)c(N=CN(C)C)c(C(=O)c2ccccc2)n1-c1ccc(Br)cc1 | -12% | 3% | 18µM*
72 | CCOC(=O)C1C(=O)CC(C)(O)C(C(=O)OCC)C1c1ccc(SC)cc1 (configuration not stated) | -3% | 13% | -21%
73 | COc1cc(C(CC(=O)Nc2ccccn2)N2Cc3ccccc3C2=O)cc(OC)c1OC (configuration not stated) | 1% | -2% | 6%
74 | Cn1c(SCc2nc(-c3cccs3)no2)nnc1C1CCCCC1 | -9% | 1% | -26%
75 | Cc1nc(SCC(=O)Nc2ccc(Cl)cc2[N+](=O)[O-])nc(C)c1C | 3% | -9% | -9%
76 | O=C(COC(=O)CSCC(=O)N1CCCCC1)NCc1ccc(F)cc1 | -2% | -11% | 4%
77 | CCOC(=O)c1sc2nc(C)nc(SCC(N)=O)c2c1C | -3% | -6% | 3%
78 | CSCCC(NS(=O)(=O)c1ccc2c(c1)oc(=O)n2C)C(=O)N1CCN(c2cc(C)ccc2C)CC1 (configuration not stated) | -4% | -20% | ?
79 | COc1cc(C2N=C(N)Nc3nc4ccccc4n32)ccc1OCC(=O)O (configuration not stated) | 3% | -1% | 4%
80 | CCN(CC)C(CNC(=O)CSc1nnnn1-c1c(C)cccc1C)c1ccco1 (configuration not stated) | 0% | -10% | ?

From compound 64 to 78, as listed above:
nr | structure | GCN5L2 inh | FEN1 inhibitor | DT40 TDP1 CPT
64 | CCCOC(=O)c1c(NC(=O)c2nc3ncccn3n2)sc(C(N)=O)c1C | -1% | -5% | -25%
65 | O=C(c1cccs1)N1CCc2ccccc21 | -5% | 6% | -17%
66 | COc1ccccc1NC(=O)CC(NCCN(C)C)C(=O)O (configuration not stated) | 0% | 0% | 5%
67 | CCOC(=O)c1ccccc1NC(=O)c1cccnc1 | -9% | 7% | ?
68 | CC(C)C(NC(=O)c1ccc([N+](=O)[O-])cc1Cl)C(=O)N1CCCC1 (configuration not stated) | -25% | -1% | -20%
69 | COc1ccc(CCC(=O)NNC(=O)c2cccs2)cc1 | 2% | -1% | 4%
70 | Cc1ccc(-c2nnc(Nc3ccc(CC(N)=O)cc3)c3ccccc23)cc1 | -13% | 3% | -2%
71 | Cc1c(C#N)c(N=CN(C)C)c(C(=O)c2ccccc2)n1-c1ccc(Br)cc1 | -12% | 3% | 18µM*
72 | CCOC(=O)C1C(=O)CC(C)(O)C(C(=O)OCC)C1c1ccc(SC)cc1 (configuration not stated) | -3% | 13% | -21%
73 | COc1cc(C(CC(=O)Nc2ccccn2)N2Cc3ccccc3C2=O)cc(OC)c1OC (configuration not stated) | 1% | -2% | 6%
74 | Cn1c(SCc2nc(-c3cccs3)no2)nnc1C1CCCCC1 | -9% | 1% | -26%
75 | Cc1nc(SCC(=O)Nc2ccc(Cl)cc2[N+](=O)[O-])nc(C)c1C | 3% | -9% | -9%
76 | O=C(COC(=O)CSCC(=O)N1CCCCC1)NCc1ccc(F)cc1 | -2% | -11% | 4%
77 | CCOC(=O)c1sc2nc(C)nc(SCC(N)=O)c2c1C | -3% | -6% | 3%
78 | CSCCC(NS(=O)(=O)c1ccc2c(c1)oc(=O)n2C)C(=O)N1CCN(c2cc(C)ccc2C)CC1 (configuration not stated) | -4% | -20% | ?

Remaining list, next part:
nr | structure | GCN5L2 inh | FEN1 inhibitor | DT40 TDP1 CPT
81 | CC1CC(C)CN(CCCNC(=O)CN2C(=O)CSc3ccc(S(=O)(=O)N4CCCCC4)cc32)C1 (configuration not stated) | 2% | 18% | ?
82 | COCCNCC(=O)Nc1nc(C)cs1 | -8% | -1% | -1%
83 | COc1cccc(NC(=O)Nc2ccncc2)c1 | -5% | -4% | -23%
84 | COc1ccc(-c2cc3nc(C)c(CCC(=O)N4CCN(c5ccccn5)CC4)c(C)n3n2)c(OC)c1 | -10% | 1% | ?
85 | O=C(Nc1ccc2oc(-c3ccc(Cl)c(Cl)c3)nc2c1)c1ncn[nH]1 | -3% | -23% | 5.2µM*
86 | O=C1OC(Nc2ncccn2)c2ccccc21 (configuration not stated) | -4% | -4% | -14%
87 | COc1cc(CNCCNC(=O)c2cccs2)cc(OC)c1OC | ? | -1% | -19%
88 | CC(C)c1cc(C(=O)N2CCCC(Nc3ccc(F)cc3)C2)n[nH]1 (configuration not stated) | 0% | 1% | ?
